# Source: PubChem (National Center for Advancing Translational Sciences (NCATS))
# GAA inhib: blocks human lysosomal alpha-glucosidase | Potency, µM (series often up to 76.9 µM), for inactives: at the highest dose activity change, negative = inhibition, hits mostly inhibitors | purified human GAA, 4-MU-alpha-glucoside fluorescence | P10253 | 200,000 compounds, 0.005% hits;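 note: plate controls were uninhibited enzyme wells for no effect and no-enzyme background for full effect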
#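 Fluorogenic assay: 4 nM human alpha-glucosidase with 400 uM 4-methylumbelliferyl-alpha-D-pyranoside in 50 mM citrate/phosphate, 0.005% Tween-20, pH 5.0, 20 min at room temperature. Compounds tested up to 77 uM; AC50 from Hill fits.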
# GAA glycogen mod: alters human alpha-glucosidase cleavage of glycogen | 300,000 compounds, 0.38% hits | recombinant GAA, glycogen substrate, Amplex Red glucose oxidase fluorescence | Potency, µM (series often up to 76.4 µM), inactives show at the highest dose activity change, negative = inhibition, most hits filed as inhibitors | P10253;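 note: 0% = full enzyme reaction and -100% = no-enzyme basal signal; the screen sought inhibitors and activators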
#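 Recombinant human alpha-glucosidase (4 nM final) hydrolysed bovine liver glycogen (30 ug) for 40 min at 37 C in pH 5.0 citrate/phosphate with 0.01% Tween-20. Released glucose detected by glucose oxidase/Amplex Red, Ex 573/Em 610 nm. Compounds up to 77 uM; AC50 from Hill fits.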
# aGal spleen mod: alpha-galactosidase A (human) modulation. Potency, µM (top dose mostly 80 µM), for the others: top-dose activity change, negative = inhibition, most hits filed as inhibitors. human spleen homogenate, 4MU-alpha-Gal fluorescence, 40 min. 240,000 compounds, 0.008% hits. P06280;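 note: 0% = enzyme with vehicle and -100% = no enzyme basal signal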
# Target sequence (P06280 32-429 limits assumed): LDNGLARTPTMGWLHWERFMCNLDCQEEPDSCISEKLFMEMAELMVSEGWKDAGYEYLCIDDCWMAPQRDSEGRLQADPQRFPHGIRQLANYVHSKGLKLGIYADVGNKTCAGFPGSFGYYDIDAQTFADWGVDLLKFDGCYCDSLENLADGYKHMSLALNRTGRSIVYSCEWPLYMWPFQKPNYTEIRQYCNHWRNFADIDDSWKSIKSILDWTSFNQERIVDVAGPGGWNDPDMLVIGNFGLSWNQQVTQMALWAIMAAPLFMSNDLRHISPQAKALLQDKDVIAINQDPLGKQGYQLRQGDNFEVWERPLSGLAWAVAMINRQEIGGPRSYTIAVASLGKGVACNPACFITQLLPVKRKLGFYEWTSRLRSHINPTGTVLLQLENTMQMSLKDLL
#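 Fluorogenic readout (Ex 365/Em 440 nm) of 4-methylumbelliferone released from 1 mM 4-MU-alpha-galactoside by spleen homogenate, 40 min at 37C, pH 5.0. Data normalized to no-enzyme and enzyme controls; Hill-equation AC50 from compound titrations.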
# Tau fibril ThT: tau fibrillization inhibition (ThT binding); Potency, µM (series often up to 57.4 µM), inactives show top-dose activity, negative = inhibition, usual class: inhibitors; recombinant tau K18 P301L, heparin-induced fibrillization, ThT fluorescence; 270,000 compounds, 2.1% hits; AID 1460; P10636; note: % is set by controls: 0 for no effect and ±100 for the full control effect; nearly all actives have a fitted effect of over 55% in size
# Target sequence (P10636 561-689 P618L limits assumed): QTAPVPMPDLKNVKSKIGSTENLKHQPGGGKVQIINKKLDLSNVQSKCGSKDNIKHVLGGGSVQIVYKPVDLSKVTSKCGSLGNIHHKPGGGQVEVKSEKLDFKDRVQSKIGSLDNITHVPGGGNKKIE
#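 Using a mix of unlabeled (15 uM) and Alexa 594-labeled (0.24 uM) tau K18 P301L, heparin-triggered fibrillization over 6 hr at 37 C was scored by ThT fluorescence.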
# Tau fluor counter: counter-screen for tau fibril formation inhibitors | tau K18 P301L Alexa594 fluorescence, heparin fibrillization | Potency, µM (series often up to 57.7 µM), without a hit: at the highest dose activity change, negative = decrease | 280,000 compounds, 0.93% hits | AID 1463; note: % is set by controls: 0 for no effect and ±100 for the full control effect; nearly all actives have a fitted effect of over 55% in size
#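 Human tau K18 P301L (15 uM unlabeled, 0.24 uM Alexa 594-labeled) in 100 mM sodium acetate pH 7 with 20 uM heparin, 6 hr at 37 C. ThT 30 uM added, 1 hr ambient; Alexa 594 FP and total fluorescence read at 555/632 nm.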
# GAA spleen mod: inhibits or activates alpha-glucosidase in human spleen homogenate; human spleen homogenate, 4-MU-alpha-glucoside fluorescence; Potency, µM (series often up to 79.9 µM), for inactives: at the top dose activity change, negative = inhibition, usual class: inhibitors; 240,000 compounds, 0.006% hits; AID 2112;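 note: 0% = enzyme with vehicle and -100% = no enzyme basal signal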
#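 Human spleen homogenate (1 ug) incubated with compounds and 1 mM 4-methylumbelliferyl-alpha-D-glucopyranoside in pH 5.0 citrate/phosphate buffer, 37 C, 40 min. Stopped at pH 10; 4-MU fluorescence (Ex 365/Em 440 nm); AC50 by Hill fit.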
# HTT cytoprotect: cytoprotection in Huntington HTT-Q103 PC12 cell model | 230,000 compounds, 0.14% hits | PC12 HTT-Q103 induced, cytoprotection, ATP luminescence, 40 h | Potency, µM (highest dose often 56.4 µM), without a hit: cytoprotection (ATP increase), usual class: activators;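 note: % of control where 0% means no effect; nearly all actives have a fitted effect of over 45% in size; toxic huntingtin expression switched on by the ecdysone agonist tebufenozide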
#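 Stable PC12 Q103-GFP cells in serum-supplemented, phenol red-free DMEM; induction by tebufenozide at 100 nM final; compound dose series; cell viability quantified luminescently from ATP.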
# Tau FP inhib: blocks human tau fibril formation measured by polarization | K18 P301L tau heparin fibrillization, Alexa594 FP, 6 h | 280,000 compounds, 0.39% hits | AID 1468 | Potency, µM (top dose mostly 57.7 µM), for the others: at the highest dose activity, negative = inhibition, hits mostly inhibitors; note: % is set by controls: 0 for no effect and ±100 for the full control effect; nearly all actives have a fitted effect of over 55% in size
#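 Read-out: fluorescence polarization of Alexa 594-labeled tau (0.24 uM), 555 nm excitation, 632 nm emission. Mixtures held 15 uM unlabeled K18 P301L, compound and 20 uM heparin, pH 7 acetate buffer, incubated 6 hr at 37 C.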
# * marks the source's active call; other numbers are inactive results; ? = inconclusive; . = no result given; & = joins results of further samples; [ ] = remark or other dose. Calls come from the whole dose curve; as a rule, active = well fitted curve in the direction sought with a large enough effect; inconclusive = small, poorly fitted or top-dose-only effect, or another doubt; inactive = no such curve, though single readings can be large; an effect the other way counts as inactive or inconclusive. Potency is the fitted concentration of half-maximal effect. Outcome played no part in choosing rows; overall some 3.3% were active at least once.
SMILES,GAA inhib,GAA glycogen mod,aGal spleen mod,Tau fibril ThT,Tau fluor counter,GAA spleen mod,HTT cytoprotect,Tau FP inhib
COCCNC(=O)C(c1ccc(C)o1)N(Cc1ccc(F)cc1)C(=O)Cn1nnc2ccccc21 (configuration not stated),-8%,7%,1%,-11%,-16%,-5%,-1%[10 µM],?
COc1ccccc1C1NC(=O)CS1 (configuration not stated),-7%,1%,7%,-4%,-7%,6%,-6%,-14%
COc1ccc(-c2nnc(SCC(=O)c3ccc([N+](=O)[O-])cc3)o2)cc1OC,.,-10%[76.3 µM],.,?,-6%,.,.,0%
Cc1csc(NC(=O)CSc2nnc(-c3ccoc3C)o2)n1,-1%,-12%,4%,-17%,-18%,0%,-12%[10 µM],-3%
O=c1c2c(nc3cc(-c4ccc(Cl)cc4)[nH]n13)CCS2,7%,10%,-6%,?,0%,-7%,-20%[10 µM],15%
Cc1ccc(NC(=O)c2ccc3snnc3c2)cc1,-13%,-8%,-2%,-9%,6%[2.34 µM],-1%,25%[10 µM],8%
COc1ccc(CN(C)CC(=O)Nc2ccccc2C(F)(F)F)cc1,?,8%,-5%,5%,-1%,-3%,-30%,5%
CCOc1cccc(C(=O)Nc2cccc(C(=O)NC(C)(C)C)c2)c1,1%,-11%,3%,1%,0%,-1%,18%[10 µM],-1%
CCOc1cc2c3c(c1)C(C)CC(C)(C)N3C(=O)C2=O (configuration not stated),-2%,5%,6%,?,-5%,-3%,-24%,7%
Cn1cnnc1SCC(=O)Nc1cccc(S(=O)(=O)N2CCCCCC2)c1,-2%,5%,0%,8%,5%,0%,-25%[10 µM],6%
CC(C)(C)c1onc(OCP(=O)(O)O)c1CC(N)C(=O)O (configuration not stated),.,.,8%,-6%,4%,-9%,.,6%
CCN(CC)S(=O)(=O)c1ccc(C(=O)NNc2nc(-c3ccccc3)c3cc(Br)ccc3n2)cc1,-2%,-13%,-6%,-3%,-16%,-5%,-1%[10 µM],-6%
COc1ccc(-n2c(=O)c3c4c(sc3n(Cc3cc(=O)n5c(C)cccc5n3)c2=O)CCC4)c(OC)c1,.,-6%[76.3 µM],.,-7%,-11%,.,.,9%
Cc1n[nH]c(C)c1N1C(=O)c2cccc3c(Br)ccc(c23)C1=O,2%,2%,0%,-5%,-1%,-3%,-20%[10 µM],12%
CN(CC(=O)NCc1ccccn1)S(=O)(=O)c1ccc(Br)cc1,4%,5%,-1%,-2%,5%,1%,.,-2%
Cc1ccc(C)c(OCCOCCn2c(-c3ccc(Br)cc3)nc3ccccc3c2=O)c1C,.,-3%[76.3 µM],.,-7%,-14%,.,.,?
COc1cc(/C=C/C(=O)NC(C)(C)C)ccc1OCc1ccccc1,-5%,-6%,4%,-11%,-6%,9%,14%[10 µM],6%
CCOc1ccccc1NC(=O)CSc1nc2c(oc3ccccc32)c(=O)n1C(C)C,.,-3%[76.3 µM],.,-3%,-18%,.,.,-2%
OC(CN1CCN(c2ccccc2)CC1)c1ccc2c(c1)CCN2 (configuration not stated),5%,-30%,-2%,-2%,-8%,-6%,-16%,1%
O=C(C1=C[C@@H](c2ccc(Br)cc2)C[C@@H](OCCCCO)O1)N1CCOCC1,.,22%,-11%,-6%,3%,-7%,3%[10 µM],8%
Cc1ccc(NC(=O)NC(=O)CN2C(=O)NC3(CCc4ccccc43)C2=O)c(C)c1 (configuration not stated),-7%,-5%,1%,-29%,-16%,-1%,-26%,13%
COc1cc(/C=C/C(=O)O)cc(S(=O)(=O)N(CC(C)C)CC(C)C)c1OC,-3%,7%,-1%,5%,5%,-2%,.,0%
Cc1oc(C(=O)O)cc1CSCc1cc(C(=O)O)c(C)o1,-6%,-2%,-5%,-2%,6%,-2%,29%[1.9 µM],3%
FC(F)(F)c1ccc(C2[C@H]3CN(CC4CCCCC4)[C@H](c4ccccc4)C34CC2(c2cccnc2)C4)cc1 (some centres not stated),.,2%,-2%&-2%,-13%&0%,-9%&15%,3%&-3%,-11%,-4%&-1%
COCCN(C(=O)Nc1ccccc1)c1ccccc1,0%,7%,-2%,-5%,-5%,-4%,2%,-5%
CN1C[N+]([O-])=C(c2ccccc2)C1(C)C,-3%,4%,-8%,7%,7%,-10%,1%,0%
O=[N+]([O-])c1cc(S(=O)(=O)N2CCCC2)ccc1N/N=C/c1cccs1,5%,-6%,0%,-15%,-20%,1%,2%,5%
COc1ccccc1C(=O)Nc1ccc2c(c1)nc1n2CCSC1,-4%,0%,3%,?,-16%,-2%,-150%[inhibitor][0.074 µM],-13%
Cc1ccc(-n2c(=O)c3c4c(sc3n(Cc3ccccc3F)c2=O)CCC4)cc1C,.,12%[76.3 µM],.,3%,-2%,.,.,0%
COc1ccc(/C=N/NC(=O)COc2cccc3ccccc23)c(C(=O)O)c1OC,8%,-7%,21%,2%,1%,12%,-24%[10 µM],3%
O=[N+]([O-])c1ccc(OCC(O)CN2CCN(c3ccccc3F)CC2)cc1 (configuration not stated),6%,6%,-2%,-17%,-9%,-7%,-7%[10 µM],-5%
CC(C)N1CCc2c(sc(NC(=O)c3ccc(S(=O)(=O)N4CCOCC4)cc3)c2C(N)=O)C1,-11%,15%,-7%,-10%,-3%,-3%,-3%,1%
Cc1c(C(=O)N2CCN(c3ccccc3F)CC2)sc2nc(-c3ccccc3)cn12,-2%,3%,-3%,-17%,-19%,-2%,-29%,-2%
Cc1ccc(C(=O)O/N=C/c2c(C)nn(C)c2Cl)cc1,12%,-16%,0%,-13%,-10%,3%,-26%,3%
COc1ccc(C(=O)NC(=S)NNC(=O)CNC(=O)C2CCCCC2)cc1,3%,-13%,5%,-5%,-3%,1%,-26%,-1%
Cc1ccc(Nc2c(-c3ccc(N4CCOCC4)cc3)nc3cnccn23)cc1,.,?,-1%,.,?,-7%,-10%[10 µM],?
Cc1[nH]c(=S)sc1Cc1ccc(F)cc1,-1%,?,-5%,?,-19%,-11%,5%[10 µM],?
N#CCN1CCCC(C(N)=O)C1 (configuration not stated),2%,-2%,7%,-6%,-5%,2%,-18%,1%
CC(C)c1ccc(NC(=O)c2snc3ccc(Cl)cc23)cc1,-4%,-8%,0%,?,?,-2%,13%[10 µM],22µM*
CCCCN(CCCC)CCn1cnc2c([nH]c3ccc(OC)cc32)c1=O,-5%,1%,-3%,-13%&1%,-12%&-9%,-5%,5%[10 µM],1%&-4%
Cc1csc(-c2cnn(-c3ccccc3)c2NC(=O)c2cccc(F)c2)n1,0%,-4%,2%,-18%,-13%,2%,-38%,12%
COc1ccc(N=C(NN)c2ccc3ccccc3n2)cc1,-2%,5%,-3%,16µM*,-10%,-3%,24%[0.074 µM],-5%
O=C(Cn1nnc(-c2ccccc2)n1)N1CCN(c2ccc(F)cc2)CC1,8%,7%,-4%,-11%,-12%,.,-22%,-6%
O=C(CCN1C(=O)COc2ccccc21)NCCN1CCc2ccccc2C1,-8%,8%,12%,-13%,-9%,4%,-21%,3%
COc1ccc(NC(=O)c2cnn3c(C(F)(F)F)cc(-c4ccco4)nc23)cc1OC,-13%,2%,2%,?,-15%,6%,-14%,-6%
Cc1nonc1OCCn1nnnc1N,-14%,-10%,0%,-5%,-2%,-4%,16%,-10%
Cn1c(N)c(C(=O)COC(=O)CCC(=O)c2cccs2)c(=O)n(C)c1=O,-1%,1%,-4%,-6%,-6%,0%,10%,-2%
OCCN(CCO)CC(O)COc1ccc(C23CC4CC(CC(C4)C2)C3)cc1 (configuration not stated),?,0%,0%,-11%,-10%,0%,4%[10 µM],4%
CCCCCCc1ccc(OCC(=O)O)cc1OCC(=O)O,-5%,12%,-9%,-6%,-6%,-2%,-2%[0.074 µM],1%
COc1c(C)cc(Br)cc1C(=O)Nc1ccccc1C,2%,19%,-2%,-10%,-9%,4%,7%[10 µM],-10%
CCNC(=S)NNC(=O)CCn1cc(C)cn1,7%,0%,-7%,5%,8%,-1%,.,5%
C[C@H](NC[C@H](O)CP(=O)(O)CC1CCCCC1)c1ccc(Cl)c(Cl)c1,.,.,-12%&10%,-11%&-1%,-4%&-1%,-7%&9%,1%&4%,4%&-12%
Cc1ccc(NS(=O)(=O)c2ccc(CCC(=O)NCCO)cc2)cc1,2%,15%,1%,-1%,-15%,0%,-4%[10 µM],?
CCCCC1(COC(=O)CCC(=O)O)C(=O)N(c2ccccc2)N(c2ccccc2)C1=O,.,.,5%,10%,0%,-7%,-18%,-1%
CCOC(=O)c1c(C)c(C(=O)NCc2ccccn2)c(C)n1CC,-2%,1%,2%,-19%,-2%,3%,0%[10 µM],5%
Cc1ccc(S(=O)(=O)Nc2ccc(NC(=O)Nc3ccc(F)cc3F)cc2)cc1,-5%,1%,-5%,-5%,11µM*[quencher],-7%,13%[10 µM],?
O=C(NCC(c1cccs1)N1CCOCC1)c1ccccc1NS(=O)(=O)c1ccc(Br)cc1 (configuration not stated),-10%,-9%,14%,-6%,-13%,6%,-2%[10 µM],10%
O=C(NCc1ccc(Cl)cc1)C1CCN(c2ncnc3c2nc2n3CCCCC2)CC1,.,6%[76.3 µM],.,6%,2%,.,.,-1%
Cn1c(-c2ccc3c(c2)OCO3)cnc1NCc1ccc(Cl)cc1,1%,?,-3%,?,-29%,-23%,-15%,3%
CC(=O)Nc1ccc(-c2nnc(SCc3ccccc3C#N)n2C)cc1,0%,-9%,8%,-9%,-7%,3%,5%,7%

# 2 entries from above, with each value named.
> CC(=O)Nc1ccc(-c2nnc(SCc3ccccc3C#N)n2C)cc1
  GAA inhib: 0% | GAA glycogen mod: -9% | aGal spleen mod: 8% | Tau fibril ThT: -9% | Tau fluor counter: -7% | GAA spleen mod: 3% | HTT cytoprotect: 5% | Tau FP inhib: 7%
> OC(CN1CCN(c2ccccc2)CC1)c1ccc2c(c1)CCN2 (configuration not stated)
  GAA inhib: 5% | GAA glycogen mod: -30% | aGal spleen mod: -2% | Tau fibril ThT: -2% | Tau fluor counter: -8% | GAA spleen mod: -6% | HTT cytoprotect: -16% | Tau FP inhib: 1%
